From PubChem BioAssay
MPTP block: permeability transition pore inhibition. isolated mouse mitochondria, Ca2+ swelling absorbance, 30 min. inhibition, % at 10 µM. hit rate 1.4% among 360,000. AID 602449;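 active = inhibition of 50% or more, scaled per plate between neutral and stimulator controls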;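 note: 0% = DMSO wells given calcium and 100% = 1 mM EGTA wells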
Gli-Sufu block: Gli-Sufu pathway antagonism. Sufu-KO-LIGHT fibroblasts, Gli luciferase reporter luminescence. inhibition, % at 5 µM. hit rate 0.74% among 340,000. AID 588413;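 active = inhibition above about 55%, limit read from the data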;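 note: 0% = DMSO-treated cells and 100% = wells with medium but no cells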
EBI2 antag: EBI2 (human) antagonism | P32249 | EBI2 beta-arrestin recruitment, luminescence, 7a,25-OHC stimulated | inhibition, % at 5 µM | hit rate 0.81% among 360,000 | AID 651636; in the data active = inhibition above about 38%;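 note: enzyme fragment complementation signal reports receptor beta-arrestin coupling in cells; 0% = agonist plus DMSO wells and 100% = wells without agonist; some results beyond the cut were filed as inactive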
CXCR6 block: CXCR6 (human) receptor inhibition; O00574; CHO-K1 PathHunter CXCR6 beta-arrestin, luminescence; inhibition, % at 20 µM; hit rate 0.36% among 360,000; in the data active = inhibition above about 34%, passing the limit was not always enough;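 note: antagonist mode with CXCL16 agonist at 10 nM final; 0% = 10 nM CXCL16 with DMSO and 100% = unstimulated wells without agonist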
Target sequence (O00574 whole entry, looked up): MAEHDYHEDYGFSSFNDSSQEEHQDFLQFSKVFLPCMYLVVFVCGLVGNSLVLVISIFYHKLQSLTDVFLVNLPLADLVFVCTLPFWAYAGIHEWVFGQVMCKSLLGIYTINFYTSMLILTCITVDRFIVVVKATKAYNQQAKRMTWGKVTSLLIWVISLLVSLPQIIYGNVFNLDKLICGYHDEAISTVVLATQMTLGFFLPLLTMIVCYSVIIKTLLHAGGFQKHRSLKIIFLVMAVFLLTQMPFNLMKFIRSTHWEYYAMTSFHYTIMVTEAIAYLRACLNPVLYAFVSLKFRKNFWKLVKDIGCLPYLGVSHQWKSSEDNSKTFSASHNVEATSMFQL
A3A deaminase: human APOBEC3A DNA deaminase inhibition; AID 493011; hit rate 0.41% among 330,000; P31941; inhibition, % at 20 µM; recombinant A3A, FAM/TAMRA ssDNA deamination fluorescence;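 active = at least 40% inhibition at 20 µM here, with at most 30% in a related deaminase screen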;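 note: plate controls were A3A with DMSO for no effect and wells lacking A3A enzyme for full effect; some results filed as inactive read as strong as hits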
Target sequence (P31941 whole entry, looked up): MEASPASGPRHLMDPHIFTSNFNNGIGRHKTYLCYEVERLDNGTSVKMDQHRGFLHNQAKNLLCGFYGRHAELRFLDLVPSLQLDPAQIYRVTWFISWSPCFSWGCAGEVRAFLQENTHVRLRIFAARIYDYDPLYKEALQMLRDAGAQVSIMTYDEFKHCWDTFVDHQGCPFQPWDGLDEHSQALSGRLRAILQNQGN
GRIN3A LBD mod: NR3A (human) ligand-binding domain modulation; NR3A LBD differential scanning fluorimetry, Tm shift; 0% = protein alone, 100% = glycine-bound protein; Tm shift relative to glycine control, % at 25 µM; hit rate 2.5% among 340,000;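 active = melting temperature shift of at least 10% of the positive control shift, at one fixed dose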
A3G deaminase: APOBEC3G (human) deaminase inhibition; Q9HC16; recombinant A3G, ssDNA deamination FAM/TAMRA fluorescence; inhibition, % at 20 µM; hit rate 0.28% among 330,000; AID 493012;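 active = inhibition of at least 40% at 20 µM, with no more than 30% in the related APOBEC3A deaminase screen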;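 note: plate controls were DMSO wells with A3G for no effect and wells lacking A3G enzyme for full effect; some compounds called inactive have numbers as strong as hits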
CCR6 antagonist: antagonists of human CCR6 receptor; CHO-K1 CCR6 PathHunter beta-arrestin, luminescence, CCL20-stimulated; hit rate 0.49% among 340,000; inhibition, % at 20 µM; P51684; AID 493098;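 active = compounds whose inhibition of the agonist-driven luminescence signal at 20 µM reaches about 50%, limit read from the data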;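 note: cells stimulated with CCL20 at 14 nM final; plate controls were DMSO with CCL20 for no effect and DMSO without agonist for full effect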
Target sequence (P51684 whole entry, looked up): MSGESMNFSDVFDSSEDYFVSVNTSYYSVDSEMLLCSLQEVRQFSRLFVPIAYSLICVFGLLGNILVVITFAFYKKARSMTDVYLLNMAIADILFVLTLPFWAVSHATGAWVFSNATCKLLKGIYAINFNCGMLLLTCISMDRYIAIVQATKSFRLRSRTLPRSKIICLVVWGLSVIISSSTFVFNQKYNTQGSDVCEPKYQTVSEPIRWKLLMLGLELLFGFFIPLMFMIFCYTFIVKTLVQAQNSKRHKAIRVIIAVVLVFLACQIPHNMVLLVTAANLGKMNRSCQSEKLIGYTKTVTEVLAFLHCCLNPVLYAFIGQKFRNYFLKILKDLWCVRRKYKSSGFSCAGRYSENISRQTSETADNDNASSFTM
Starred values were filed as active, the others as inactive; nt = not tested or not shown.

SMILES	MPTP block	Gli-Sufu block	EBI2 antag	CXCR6 block	A3A deaminase	GRIN3A LBD mod	A3G deaminase	CCR6 antagonist
Cc1cccc(OC(C)C(=O)Nc2cc(Cl)ccc2-n2cncn2)c1 (centres undefined)	-0.4	-17	-2	-12	-1	0	-5	5
O=C(O)/C=C/C(=O)NCCCc1ccccc1	-2.7	-7	-7	2	-5	0	-6	10
Cc1ccc(NC(=S)NC(CO)C(O)c2ccc([N+](=O)[O-])cc2)cc1 (centres undefined)	-1.0	1	-3	4	-1	-1	2	-5
Cc1ccc(-c2nc3ncccn3c2NC2CCCCC2)o1	1.1	-19	0	7	-3	0	-6	12
Cc1c([N+](=O)[O-])c([N+](=O)[O-])nn1CC(=O)NCc1cccnc1	-1.1	13	-8	-5	-3	0	-3	-23
Cc1ccccc1C(=O)c1cccn1CC(=O)NCCCN1CCc2ccccc2C1	0.1	19	9	6	0	1	-7	17
Cc1ccc(CCNC(=O)c2cc(-c3ccncc3)nc3ccccc23)cc1	3.3	6	17	4	-3	-1	-6	11
COc1ccc(CCN(Cc2cccs2)S(=O)(=O)c2ccc(S(=O)(=O)N3CCC(C)CC3)cc2)cc1OC	2.4	10	0	2	-3	4	-10	6
CCOc1ccccc1C(=O)OCC(=O)Nc1ncc(C(F)(F)F)cc1Cl	2.6	-1	-1	2	3	-1	6	-5
COc1ccc(C2CC(C(F)(F)F)n3nc(C(=O)O)cc3N2)cc1 (centres undefined)	0.6	2	5	2	6	-1	-1	1
O=C1OC[C@@H]2CCCN2C(=O)[C@H](CC(=O)N(CCO)Cc2ccccc2)C/C=C\CC[C@H]1Cc1ccc(F)cc1	-1.1	1	1	21	0	0	-5	13
Cc1ccc(CNC(=O)COC(=O)COc2ccc(C#N)cc2)cc1	-1.5	-2	-13	3	-6	2	-9	-11
COc1cc(OC)cc(-c2sc3ccc(OC)cc3c2C#CC2(N)CCCCC2)c1	-1.5	2	4	-4	-5	-9	-9	5
Cc1cccc(Cn2c(=O)c3c(nc4n3CCCN4Cc3ccccc3)n(C)c2=O)c1	0.1	26	7	12	-6	-7	-4	32
CC(=O)c1c(OC(=O)c2ccccc2)ccnc1C(F)(F)F	-0.9	0	-6	0	-1	1	-3	8
Cc1nn(-c2ccccc2)c(N2CCCC2)c1/C=N/NC(=O)c1cc(-c2cccs2)nc2ccccc12	-1.0	1	16	1	-2	1	-9	13
Cc1cc(Br)ccc1NC(=O)CCSc1ccccc1	6.7	-10	-1	-1	-4	-2	-8	8
CC1CCN(S(=O)(=O)c2ccc(S(=O)(=O)NCC3COCCO3)cc2)CC1 (centres undefined)	-1.1	6	4	-1	-1	0	0	-4
CN(c1ccccc1)S(=O)(=O)c1cccc(C(=O)OCC(=O)Nc2ccc(C(N)=O)cc2)c1	-1.0	3	4	-3	-1	-8	2	11
O=C1NC(=S)N/C1=C/c1ccc2c(c1)OCO2	-1.1	-15	-6	-3	-3	0	-6	6
CCCOc1ccc(C(=O)c2nc3c(n2O)CCCCC3)cc1	-1.5	0	-2	7	1	2	-3	3
CCc1cc2ccc(OC)cc2nc1SCC(=O)NNC(=O)c1ccco1	0.4	3	-11	1	-1	0	-1	-3
COC(=O)c1ccccc1OCCCN(C)C	-0.6	-2	-1	3	4	-2	-5	4
N=C1C(c2nc3ccccc3s2)=C(O)CN1NC(=O)c1ccccc1[N+](=O)[O-]	-0.9	-5	-3	5	1	-1	1	10

Another view of part of the listing above.
Each structure is followed by: MPTP block | Gli-Sufu block | EBI2 antag | CXCR6 block | A3A deaminase | GRIN3A LBD mod | A3G deaminase | CCR6 antagonist
COc1ccc(C2CC(C(F)(F)F)n3nc(C(=O)O)cc3N2)cc1 (centres undefined)
 : 0.6 | 2 | 5 | 2 | 6 | -1 | -1 | 1
Cc1nn(-c2ccccc2)c(N2CCCC2)c1/C=N/NC(=O)c1cc(-c2cccs2)nc2ccccc12
 : -1.0 | 1 | 16 | 1 | -2 | 1 | -9 | 13
Cc1cc(Br)ccc1NC(=O)CCSc1ccccc1
 : 6.7 | -10 | -1 | -1 | -4 | -2 | -8 | 8
O=C(O)/C=C/C(=O)NCCCc1ccccc1
 : -2.7 | -7 | -7 | 2 | -5 | 0 | -6 | 10
COC(=O)c1ccccc1OCCCN(C)C
 : -0.6 | -2 | -1 | 3 | 4 | -2 | -5 | 4
CC1CCN(S(=O)(=O)c2ccc(S(=O)(=O)NCC3COCCO3)cc2)CC1 (centres undefined)
 : -1.1 | 6 | 4 | -1 | -1 | 0 | 0 | -4

Further entries:
SMILES	MPTP block	Gli-Sufu block	EBI2 antag	CXCR6 block	A3A deaminase	GRIN3A LBD mod	A3G deaminase	CCR6 antagonist
CCCS(=O)(=O)N1CCN(S(=O)(=O)c2ccccc2[N+](=O)[O-])CC1	nt	8	nt	nt	-4	1	-5	10
CC(C)C[C@@H](CNCC(=O)[C@H](Cc1c[nH]c2ccccc12)NC(=O)c1[nH]cnc1C(=O)N[C@@H](C)CN)NC(=O)c1nc[nH]c1C(=O)N[C@@H](CC(=O)O)C(=O)O	-0.5	11	-16	2	nt	3	nt	-3
CCc1ccc(NC(=O)C2CCN(S(=O)(=O)c3ccc4c(c3)CC(C)N4C(C)=O)CC2)cc1 (centres undefined)	2.8	43	27	-8	0	-11	2	0
O=[N+]([O-])c1ccc(S(=O)(=O)NCC2CCCO2)cc1 (centres undefined)	-1.1	39	-9	-12	-3	0	0	5
CN(CC(=O)Nc1ccc2c(c1)OCCO2)S(=O)(=O)c1cccc2cccnc12	0.0	-5	-2	-12	-1	-5	-5	5
Cc1cccc2nc3c(nc12)CCCC3	0.1	-2	0	2	-3	-11	-7	6
COCCn1c(SCC(=O)Nc2ccccc2OC)nnc1-c1ccco1	1.0	-11	8	2	-2	3	-8	2
CC1Cc2ccccc2N1C(=O)CSc1ncccn1 (centres undefined)	-0.6	-14	-12	-4	0	-2	-3	6
O=c1cc(-c2ccccc2)nc2nc(-c3ccco3)[nH]n12	-5.9	-2	-2	8	64	6	42	7
COCCNC(=O)C1CC(c2ccc(C(F)(F)F)cc2)=NO1 (centres undefined)	0.6	-26	-4	-3	2	-2	0	9
Cc1cccc(NS(=O)(=O)c2ccc(C)c(C(=O)NCC(c3cccs3)N3CCOCC3)c2)c1 (centres undefined)	-2.5	10	-1	-2	nt	4	nt	-8
[O-]/[N+](=C\C=C\c1ccccc1)c1ccccc1	-0.2	-56	10	-10	1	-19	-3	-3
COc1ccccc1O	-1.4	-4	0	1	2	0	-1	1
O=C(NC1CCCN(Cc2ccccc2F)C1)C1CCC1 (centres undefined)	0.2	-4	-14	-23	0	1	-2	-3
COc1cc(-c2nc(S(=O)(=O)c3ccc(C)cc3)c(N3CCOCC3)o2)cc(OC)c1OC	-1.1	-10	-7	5	-2	-2	-3	-8
O=C(CSc1nnc(-c2ccc(O)cc2)o1)Nc1ccccc1	0.3	-34	1	0	-4	14*	-9	7
COc1ccc(C(c2nnnn2C2CCCCC2)N2CCN(c3ccccc3F)CC2)cc1 (centres undefined)	1.5	14	31	14	-5	0	1	23
COc1ccc(S(=O)(=O)Nc2cccc(-n3cnnn3)c2)cc1OC	2.5	17	-11	-5	-3	1	0	2
O=C(O)c1ccccc1NC(=O)C(c1ccccc1)c1ccccc1	2.0	1	2	-6	-3	-3	-7	-5
COc1ccc(NC(=O)c2cc(Br)ccc2Cl)c([N+](=O)[O-])c1	1.7	0	-4	-7	1	3	4	9
COc1ccccc1N1CCN(C(=O)NCc2cccc(C(F)(F)F)c2)CC1	0.8	-2	0	5	-1	1	-8	14
Cc1ccc2cc(C#N)c(NCCNC(=S)NCCCN(C)C)nc2c1C	-1.4	5	-10	-4	4	-1	-7	15
COc1ccc(CCNC(=O)C(C)OC(=O)c2nsc(Cl)c2Cl)cc1OC (centres undefined)	-2.6	-21	12	-5	-2	1	-6	-6
COc1ccc(CCN(C(=O)c2snc(C(N)=O)c2N)C(C)C(=O)NC2CCCCC2)cc1OC (centres undefined)	-0.1	nt	2	-4	-3	-1	-10	11
Cc1ccccc1NS(=O)(=O)c1cccc(C(=O)Nc2cccc(C(=O)O)c2)c1	2.8	-8	-4	-1	1	-1	-4	10
Cc1ccccc1OCC(=O)N(Cc1cccc(F)c1)C1CCS(=O)(=O)C1 (centres undefined)	-1.1	7	-1	6	-1	0	-1	15
COc1cccc(NC(=O)[C@H](Cc2c[nH]c3ccccc23)NC(=O)[C@@H]2Cc3ccccc3CN2)c1	10	-10	23	-13	-2	-4	-11	6
Cc1nn(CCc2n[nH]c(=S)n2-c2ccc(F)cc2)c(C)c1[N+](=O)[O-]	-2.9	-2	1	0	-2	2	22	1
O=C(Nc1ccc(N2CCOCC2)cc1)c1nc2ccccc2s1	0.4	-70	6	2	-1	-1	-1	7
CC(=O)c1ccc(N2CCN(C(=S)Nc3ccc(Oc4ccccc4)cc3)CC2)cc1	14	15	8	-9	4	-7	-10	5
CCOC(=O)C1=C(C)NC2=C(C(=O)c3ccccc32)C1c1ccc(O)cc1 (centres undefined)	-0.3	7	13	15	-1	-13	2	35
COc1ccc(-c2cn3cc(C(F)(F)F)cc(Cl)c3n2)cc1	9.7	-99	20	2	2	-5	3	-14
CN(CC(=O)Nc1ccccc1Cl)C(=O)CCSc1ccc(F)cc1	-3.3	1	-4	1	1	1	1	7
CCCCCCCCCCOC(=O)Cn1c(COc2ccccc2)[n+](C)c2ccccc21	4.7	62*	8	12	-1	-1	-2	11
COC(=O)c1cc(OC)ccc1-c1ccc(OC)cc1	1.0	-2	-10	5	3	2	-3	14
CCOC(=O)c1ccc(NC(=O)c2cc(OC)c(OC)c(OC)c2Br)cc1	6.2	0	5	1	2	1	-10	15
CCCCOC(=O)c1ccc(NC(=O)c2c(Cl)ccc(Cl)c2OC)cc1	1.8	-12	30	6	nt	-2	nt	13
CC(=O)N(c1ccccc1)C1CCCC1	1.2	10	3	-3	-1	-12	-7	3
O=[N+]([O-])c1ccc(-c2nnc3cccc(Cl)n23)cc1	-0.4	-14	-4	2	-1	0	-6	10
COc1cc(OC)c2ccc(=O)oc2c1C(CCN1CCCC1)c1ccc(N(C)C)cc1 (centres undefined)	-1.4	5	-12	8	-3	-1	-9	3
CCOC(=O)C1=C(C)NC(=O)NC1c1ccc(OC)c(CN2CCOCC2)c1 (centres undefined)	-2.6	-7	-12	-2	-1	-1	-9	-29
CCC(C)SCc1nc2ccccc2[nH]1 (centres undefined)	-2.4	-3	5	-2	0	-2	-3	-9
CC(CCC(=O)Nc1nncs1)C(=O)O (centres undefined)	-0.3	-2	0	1	-5	-1	-4	-6
COc1cc(OC)cc(C(=O)Nc2ccc(N3CCOCC3)cc2N2CCOCC2)c1	-0.8	6	-6	-2	-4	-1	-3	0
C=CCn1c(SCc2c(C(=O)OC)sc(N)c2C(=O)OC)nnc1-c1ccc(Cl)cc1	-2.6	7	14	13	2	-5	-8	15
CCOC(=O)[C@H]1[C@H]2COc3ccc(OC)cc3[C@@H]2N2C(=O)c3ccc(Cl)cc3NC(=O)[C@@]12C	-0.1	2	1	0	-4	1	-8	0
COc1ccc(NC(=O)CN(C)CC(=O)Nc2ccc3c(c2)CCC3)cc1	1.3	3	5	-7	4	1	-4	10
COCCCNc1ncnc2sc3c(c12)CCC(C)C3 (centres undefined)	-0.6	-6	5	-9	0	0	-3	1
Cc1ccc(C)c(NC(=O)CN(C)S(=O)(=O)c2ccc(F)cc2)c1	0.6	-14	-6	-3	-3	-1	-5	9
Cc1ccc(-c2noc(-c3ccccc3F)n2)cc1	0.8	-100	-2	2	6	-1	-6	21
O=C(C1CCN(c2ccc(N3CCOCC3)nn2)CC1)N1CCc2ccccc2C1	-0.9	1	-8	4	5	0	-1	3
COC(=O)c1c(NC(=O)CSc2nnnn2C)sc(C)c1C	-0.2	-25	-1	3	-5	-1	-5	5
CC1CCN(C(=O)COc2ccccc2F)CC1	-0.5	5	-8	-9	0	0	-4	-13
Cc1ccccc1OCC(=O)NCCNC(=O)c1ccncc1	0.1	20	7	5	-5	-2	20	4
CC1CC(C)CN(C(=O)COC(=O)c2ccc3c(c2)C(=O)N(Cc2ccco2)C3=O)C1 (centres undefined)	-1.3	-11	-11	11	-1	2	1	14
